Bioassay records (PubChem)
S3 lipid droplet = qHTS Assay for Lipid Storage Modulators in Drosophila S3 Cells. 0.64% of 320,000 active. AID 2685, 2010. Potency in µM for hits, for the others lipid storage change, negative = inhibition, % at the top dose, mostly 46.1 µM. Drosophila S3 cells, BODIPY lipid droplet fluorescence, 18-24 h; cells fed with added oleic acid; active = well fitted inhibition curve with a large enough effect in the signal ratio, with a control signal flat, not every such curve was filed as active; inconclusive = small, poorly fitted or top-dose-only effect, or effect the other way, or a change in a side signal; the % refers to the signal ratio
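Drosophila S3 cells got compounds at several concentrations plus oleic acid (400 uM solution). Laser-scanning cytometry with 488 nm excitation read lipid droplets at 500-530 nm and cells at 575-640 nm. Percent activity was relative to 20 uM Triacsin C.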
S3 lipid droplet cell count max = further read-out of S3 lipid droplet, marked with its call; cell number change, %; measured here: cell count max response;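 cells counted by Cell Tracker Red CMTPX staining in the red channel; peak over a dose series mostly up to 46.1 µM; percent activity relative to internal control wells on each plate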
Numbers without * were called inactive; i = inactive; ? = inconclusive; nt = no result given. % is set by controls: 0 for no effect and ±100 for the full control effect; potency is the fitted concentration of half-maximal effect.

Below each SMILES – S3 lipid droplet | S3 lipid droplet cell count max
Cc1cc(C(=O)C(=O)NC(C)C)c(C)n1-c1ccc([N+](=O)[O-])cc1
 : ? | nt
S=c1[nH]nc(-c2ccco2)n1/N=C/C(Cl)=C/c1ccccc1
 : ? | nt
CS(=O)(=O)N1CCN(c2ccc(NC(=O)c3cc4ccccc4o3)cc2)CC1
 : i | -31
CC1CCC2(CC1)NC(=O)N(CC(=O)N1CCN(S(=O)(=O)c3ccc4c(c3)CCC4)CC1)C2=O (stereo not drawn)
 : ? | nt
CCc1ccc2c(c1)C(c1ccc([N+](=O)[O-])cc1)=NNC(c1ccc(F)cc1)=N2
 : ? | nt
CCCCn1c(N)c(N(CC(C)C)C(=O)CCCc2nc3ccccc3s2)c(=O)[nH]c1=O
 : ? | nt
Cc1ccccc1OCCn1c(C)nc2ccccc21
 : ? | nt
COc1ccccc1NC(=O)NCC(=O)Nc1c(C)cccc1C
 : ? | nt
CCOC(=O)c1ccc(NC(=O)c2ccc3c(c2)OCO3)cc1
 : i | -13
Cc1ccc(CS(=O)(=O)c2ncn[nH]2)cc1
 : 16% | -1
CCCNC(=O)COC(=O)c1ccc(N2CCCC2)c([N+](=O)[O-])c1
 : -3% | 10
COc1ccc(C(C(=O)NC2CCCCC2)N(C(=O)c2sc(C)nc2C)c2ccccc2C)cc1 (stereo not drawn)
 : ? | nt
Cc1ccc(S(=O)(=O)N(CC(=O)N(C(C)C)C(C)C)C(=O)N2CCN(C)CC2)cc1
 : i | nt
CCN1C(=O)/C(=C\c2cccs2)C(C(=O)OC)=C1C
 : ? | nt
Cn1cc(Cl)c(-c2n[nH]c(=S)n2C2CCCCC2)n1
 : 1% | 5

The results go on.
Below each SMILES – S3 lipid droplet | S3 lipid droplet cell count max
Cc1cc(C)cc(NC(=O)c2cccc(NC3=NC4CS(=O)(=O)CC4S3)c2)c1 (stereo not drawn)
 : ? | nt
Cc1ccccc1OCCSc1nc(N(C)C)nc(N(C)C)n1
 : ? | nt
CCOC(=O)C1CCCN(C(=O)CCc2ccccc2)C1 (stereo not drawn)
 : ? | nt
CCOC(=O)C1CCN(C(=O)C2CCCN2S(=O)(=O)c2ccc(Cl)cc2)CC1 (stereo not drawn)
 : -7% | -23
O=C(CSc1nnc(-c2ccco2)n1-c1ccccc1)NCc1ccc2c(c1)OCO2
 : ? | nt
O=C(COc1ccc(Cl)cc1Cl)NNC(=S)NC(=O)c1ccco1
 : 22% | nt
COc1ccc(NC(=O)COc2ccc(N(C)S(=O)(=O)c3ccc(Cl)cc3)cc2)cc1
 : ? | nt
CCc1ccc(C(=O)NNC(=O)c2cccc(N3C(=O)CCC3=O)c2)cc1
 : 9% | 15
Cc1cccnc1NC(=O)CSc1nnc(COc2ccc(C(C)C)cc2)n1C
 : 10% | -9
COc1cccc(-n2nnnc2SCC(=O)Nc2cccc(NC(C)=O)c2)c1
 : ? | nt
Cc1cc(C)c(S(C)(=O)=O)c(Oc2cccc(C(F)(F)F)c2)n1
 : 11% | 4
CCN1CCN(c2cc(C)c3cc(NC(=O)c4ccc(Br)o4)ccc3n2)CC1
 : ? | nt
CCCCn1c(SCC(=O)Nc2oc(C)c3c(C)n[nH]c(=O)c23)nc2cc(S(N)(=O)=O)ccc21
 : ? | nt
CC1=CN2C(=N)/C(=C/c3ccc(Sc4ccc(Cl)cc4)o3)C(=O)N=C2S1
 : ? | nt
Cc1ccc([N+](=O)[O-])cc1NC1OC(CO)C(O)C1O (stereo not drawn)
 : 2% | 4

Single records, as listed above.
Entry for COc1ccc(C(C(=O)NC2CCCCC2)N(C(=O)c2sc(C)nc2C)c2ccccc2C)cc1 (stereo not drawn) = S3 lipid droplet: ?; S3 lipid droplet cell count max: nt
Entry for Cc1ccc(S(=O)(=O)N(CC(=O)N(C(C)C)C(C)C)C(=O)N2CCN(C)CC2)cc1 = S3 lipid droplet: i; S3 lipid droplet cell count max: nt

Next compounds follow:
Below each SMILES – S3 lipid droplet | S3 lipid droplet cell count max
O=C(O)c1ccc(/C=N/NC(=O)C2CC2(c2ccccc2)c2ccccc2)cc1 (stereo not drawn)
 : ? | nt
Cc1ccc(C2CC(=O)Oc3cc(O)ccc32)cc1 (stereo not drawn)
 : ? | nt
CC(=O)N1N=C(c2ccncc2)CC1c1ccccc1O (stereo not drawn)
 : ? | nt
O=C(Cc1ccccc1)NNC(=O)c1ccc(Br)o1
 : ? | nt
COc1ccccc1CN(C)C(=O)c1cccc(S(=O)(=O)N2CCCc3ccccc32)c1
 : ? | nt
COc1ccccc1C1C=C(c2ccccc2)Nc2nnnn21 (stereo not drawn)
 : 6% | -2
Cn1cnnc1Sc1ccc(/C=C/C(=O)c2ccc(O)cc2)cc1[N+](=O)[O-]
 : ? | nt
O=C(CN1C(=O)CC(c2ccccc2)S(=O)(=O)c2ccccc21)N1CCCC1 (stereo not drawn)
 : -1% | nt
CCOC(=O)C1CCN(C(=O)C(C)c2ccc([N+](=O)[O-])cc2)CC1 (stereo not drawn)
 : ? | nt
C=CCn1c(CCNC(=O)c2cccs2)nnc1SCC(=O)Nc1cccc(Cl)c1C
 : ? | nt
COc1cc(C(=O)NC2CC(C)(C)CC(C)(C)C2)ccc1OC1CCN(C(C)=O)CC1
 : -8% | 5
COC(=O)c1cn(NC(=O)Cc2ccc(OC)c(OC)c2)c(=O)c2ccccc12
 : ? | nt
O=C(N/N=C/c1ccc([N+](=O)[O-])cc1)c1cccc2cc[nH]c12
 : ? | nt
O=S1(=O)NC(=NC2CCCCCC2)c2ccccc21
 : i | 1
CCOC(=O)c1ccc(Oc2nc(OC)cc(OC)n2)cc1
 : 14% | nt

The results go on.
Below each SMILES – S3 lipid droplet | S3 lipid droplet cell count max
COc1ccc(NC(=O)Nc2ccc3nccnc3c2)cc1
 : 8% | -13
COc1ccc(-n2ccn(CC(=O)Nc3ccc(OC)cc3OC)c(=O)c2=O)cc1
 : ? | nt
O=C(c1ccco1)N(Cc1cccs1)C1CCS(=O)(=O)C1 (stereo not drawn)
 : 15% | 8
COc1ccc(NC(=O)CCCC2=NS(=O)(=O)c3ccccc3N2)cc1
 : 2% | 10
CCOc1cc(S(=O)(=O)NC2CCCC2)ccc1Cl
 : 28% | -38
COc1ccc(/C=C2/CCc3ccccc3C2=O)cc1CN1CCOCC1
 : ? | nt
CCOC(=O)c1ccc(NC(=O)NCc2ccc(OC)cc2)cc1
 : i | nt
O=C(Cc1cccc(F)c1)Nc1ccc2c(c1)CCC2
 : ? | nt
CC(=O)N1N=C(c2ccc(Cl)cc2)OC1(C)C
 : ? | nt
COc1ccc(CN=C2NC(=O)CC(C(=O)Nc3ccc([N+](=O)[O-])cc3C)S2)cc1 (stereo not drawn)
 : -9% | 15
CCCCC(=O)Nc1nnc(CCOC)s1
 : ? | nt
CCN(CC)c1ccc2c(C)c(Cl)c(=O)oc2c1
 : -5% | nt
CCCCNc1c(N)n(CCC)c(=O)[nH]c1=O
 : ? | nt
CCOC(=O)C1C(c2ccc3c(c2)OCO3)NC(=O)NC1(O)C(F)(F)F (stereo not drawn)
 : i | 6
CN(CC(=O)Nc1ccc(S(=O)(=O)N2CCCC2)cc1)Cc1ccc(Cl)cc1
 : ? | nt

(next part)
Below each SMILES – S3 lipid droplet | S3 lipid droplet cell count max
Cc1ccc(NC(=O)CCCC(=O)O)c(-c2nc3ccccc3[nH]c2=O)c1
 : -29% | -15
CN(CC(=O)Nc1ccc(N2CCOCC2)cc1)C(=O)CSc1ccc(Br)cc1
 : ? | nt
COc1cccc(CNc2ccc(Br)cn2)c1O
 : -7% | 1
CC(C)Sc1nc(NCc2ccco2)c2c3c(sc2n1)COC(C)(C)C3
 : -1% | -23
Cc1onc(-c2c(F)cccc2Cl)c1C(=O)OCC(=O)c1c(N)n(C)c(=O)n(C)c1=O
 : -16% | 6
O=C(N/N=C/c1ccc(OCCCF)cc1)c1ccc(C(F)(F)F)cc1
 : -16% | -12
CC1=NN(c2ccccc2)C(=O)/C1=C\N1CC(C)OC(C)C1 (stereo not drawn)
 : ? | nt
Cc1cccc(N2CCN(C(=O)c3ccc(CNc4c(N5CCC(C)CC5)c(=O)c4=O)cc3)CC2C)c1 (stereo not drawn)
 : ? | nt
Cc1cc(C)c2c(NC(=O)C3CC3)nn(C)c2n1
 : -6% | 1
COCCNC(=O)c1c[nH]c2ccc(S(=O)(=O)N3CCC4(CC3)OCCO4)cc2c1=O
 : ? | nt
CCOc1ccc(-n2c(C)nc3c(cnn3-c3ccc(Cl)cc3)c2=O)cc1
 : ? | nt
CCCCN1C(=O)C(=O)N(CC(=O)NC2CCCc3ccccc32)C1=O (stereo not drawn)
 : ? | nt
COc1ccccc1-c1noc(CCCC(=O)NC2CCCC2)n1
 : ? | nt
COc1ccc(CC(=O)NC2=NCCS2)cc1
 : ? | nt
CC(C)Oc1ccc(/C(O)=C2/C(=O)C(=O)N(CCN(C)C)C2c2cccs2)cc1 (stereo not drawn)
 : -10% | -9

Continuation:
Below each SMILES – S3 lipid droplet | S3 lipid droplet cell count max
O=C(NC1CCCC1)C(c1ccco1)N(Cc1ccccc1)C(=O)c1csnn1 (stereo not drawn)
 : ? | nt
COc1ccc(C2CC(=O)C(C=NCCN3CCN(C(=S)Nc4ccccc4)CC3)=C(O)C2)cc1OC (stereo not drawn)
 : ? | nt
COc1ccc(Cl)cc1NC(=S)NCc1cccs1
 : ? | nt
O=C1CC(c2ccc(F)cc2)Sc2nc(C34CC5CC(CC(C5)C3)C4)nn21 (stereo not drawn)
 : -5% | -9
NC(=O)c1nsc(C(=O)N(c2cccc(F)c2)C(C(=O)NC2CCCC2)c2ccc(O)cc2)c1N (stereo not drawn)
 : i | 9
O=C(Nc1cccnc1)c1cccc(S(=O)(=O)Nc2cccc(Cl)c2)c1
 : ? | nt
Cc1ccc(-n2c(SCC(=O)NCCN3C(=O)CSC3=O)nnc2-c2cccc(C)c2)cc1
 : 10% | 7
COc1ccc(CNCC(O)(c2ccc(F)cc2)c2ccc(F)cc2)cc1OC
 : ? | nt
COc1ccc([C@H]2CC(=O)C=C(c3cc(Cl)cc(Cl)c3)C2)cc1
 : -6% | 8
COc1ccccc1-n1cnnc1SCC(=O)NC1CCS(=O)(=O)C1 (stereo not drawn)
 : 7% | 28
COc1ccccc1CN1CCNC(=O)C1CC(=O)NCCOc1cccnc1 (stereo not drawn)
 : -4% | 0
O=C(CCCSc1nnnn1-c1ccccc1)c1ccc(F)cc1
 : 9% | -12
COCCn1c(SCC(=O)Nc2cc(C)cc(C)c2)nc2ccccc2c1=O
 : 2.1µM* | -21*
COc1ccc(Oc2cc(C(F)(F)F)nc(N(C)C)n2)cc1
 : ? | nt
CCc1cccc(CC)c1NC(=S)NCc1ccc2c(c1)OCO2
 : ? | nt

Other records:
Below each SMILES – S3 lipid droplet | S3 lipid droplet cell count max
Cc1ccc(CC(CC(=O)O)C(=O)NCC23CC4CC(CC(C4)C2)C3)cc1 (stereo not drawn)
 : 3% | 6
COc1cc(CC(=O)Nc2ccc(S(=O)(=O)NC3=NCCCCC3)cc2)cc(OC)c1OC
 : ? | nt
O=[N+]([O-])c1cccc(/C=N/NC2=NS(=O)(=O)c3ccccc32)c1
 : -11% | 4
COc1ccc(C(=O)NCC(C)C)c(OC)c1
 : 17% | 13
CC(=O)N1c2ccccc2[C@@H](C)[C@@H]1C
 : ? | nt
COc1ccc(C2(C)NC(=O)N(CC(=O)NCc3ccccc3F)C2=O)cc1 (stereo not drawn)
 : ? | nt
COc1ccc(S(=O)(=O)N2CCCCCC2)cc1C(=O)N(C)CCOc1ccccc1
 : i | -17
Cc1ccc(C(=O)N/C(=C\c2cn(S(=O)(=O)N(C)C)c3ccccc23)C(=O)N2CCCC2)cc1
 : ? | nt
Cc1c(NC(=O)CSc2nccn2C)c(=O)n(-c2ccccc2)n1C
 : -13% | -12
COCCCn1c(SCC(N)=O)nnc1-c1ccccc1
 : ? | nt
Cc1cc(C)n2nc(C(=O)Nc3ccc(S(=O)(=O)N4CCCC4)cc3)nc2n1
 : ? | nt
CCC(CC)C(=O)Nc1ccc(S(=O)(=O)Nc2nccs2)cc1
 : -4% | -4
Cc1ccc(C(=O)NNS(=O)(=O)c2ccc(F)cc2)cc1
 : ? | nt
CC(C)OC(=O)C1=C(N)N2C(=O)CSC2=C(C(=O)OC(C)C)C1
 : ? | nt
COC(=O)/C=C1\S/C(=N/N=C/c2ccccc2)NC1=O
 : -5% | -18

The listing continues.
Below each SMILES – S3 lipid droplet | S3 lipid droplet cell count max
CCC1CCCCN1CCCNC(=O)Cn1cnc2sc(C)c(S(=O)(=O)N3CC(C)CC(C)C3)c2c1=O (stereo not drawn)
 : i | 14
O=C(c1ccc(Cl)cc1)c1coc2ccc(O)cc12
 : ? | nt
COc1cc(N2CCCC2)c(OC)cc1/C=C1/NC(=S)NC1=O
 : ? | nt
Cc1cccc2cc(CN(Cc3ccccc3)C(=O)N(C)C)c(=O)[nH]c12
 : ? | nt
CCCCCc1cc(=O)[nH]c(=S)[nH]1
 : -10% | 0
O=C(Oc1ccccc1)c1cccc(COC(=O)c2cnccn2)c1
 : 3% | 8
Cc1cccc(NC(=O)CN2C(=O)N/C(=C\c3ccccc3OCc3ccc(C(=O)O)cc3)C2=O)c1
 : i | 23
Cc1ccc2nc(-c3cccc(Br)c3)cc(C(=O)NC3CC3)c2c1
 : -5% | 13
CC(=O)NC(=O)COC(=O)c1ccc2ncsc2c1
 : -9% | -21
CS/C(Nc1cc(Cl)ccc1Cl)=C(/C#N)C(=O)c1ccco1
 : ? | nt
COc1cc(-c2nn3c(-c4cccc(C)c4)nnc3s2)cc(OC)c1OC
 : ? | nt
O=C(Cn1cnc2ccccc2c1=O)c1ccccc1
 : 4% | -5
Cc1cccc(CSc2cccc3cccnc23)c1
 : ? | nt
COC(=O)c1ccc(-n2cncn2)c(F)c1
 : 3% | 0

These rows are one share of the data. The share of hits here may be higher or lower than overall.
